High-throughput results as filed in PubChem.
LEDGF integ inh: blocks HIV-1 LEDGF/p75-dependent DNA integration; TR-FRET IN-LEDGF/p75 DNA integration, Eu/Cy5; inhibition, % at 3.7 µM; hit rate 0.64% among 370,000; AID 743269;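 active = inhibition above the screen-wide mean plus 3 SD, cut at about 13% in these data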;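 also: signal is the Cy5 over europium emission ratio at 671 and 618 nm; 0% = plate median of compound wells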
rCAG binder: binds r(CAG) RNA repeats; r(CAG) RNA repeat, TO-PRO-1 dye displacement fluorescence; inhibition, % at 3 µM; hit rate 1.3% among 370,000;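 active = inhibition above the plate cutoff, the mean of all test compounds on that plate plus 3 SD, cut at about 35% in these data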;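 also: 0% = DMSO alone and 100% = 100 µM mitoxantrone as full dye displacement; higher means more dye released from RNA so lower well fluorescence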
SIAE inh: blocks human sialic acid acetylesterase; SIAE FP-Rh probe binding, fluorescence polarization; Q9HAT2; AID 1053197; hit rate 0.69% among 370,000; inhibition, % at 9.66 µM;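 active = inhibition above a cutoff: mean of compounds within the control limits plus 3 SD of those, cut at about 17% in these data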;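 also: 0% = plate median of compound wells and 100% = probe without SIAE protein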
HTRA1 inhibitor: blocks human HTRA1 serine peptidase. recombinant HTRA1, FP-rhodamine activity-based probe, fluorescence polarization. AID 504803. Q92743. inhibition, % at 5.96 µM. hit rate 0.5% among 340,000; in the data active = inhibition above about 36%;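 also: 0% = enzyme with DMSO and 100% = wells lacking enzyme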
TDP2 inh: blocks human TDP2 phosphodiesterase activity. O95551. recombinant TDP2, T5PNP hydrolysis, p-nitrophenol absorbance 415 nm. inhibition, % at 12.8 µM. hit rate 0.34% among 370,000;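 active = inhibition above the mean of all tested compounds plus 3 SD, set per campaign, cut at about 25% in these data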;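 also: 0% = DMSO with enzyme and 100% = buffer with substrate but no TDP2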
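System – recombinant human TDP2 · Amount – 120 nM TDP2 per well · Buffer or medium – Mg2+-containing Tris-HCl buffer, pH 7.5 · Reagent – T5PNP substrate, 5 mM · Dosing – 12.8 µM single point, 1% DMSO · Incubation – 2 h at 37 °C · Measured by – epi absorbance · Read-out basis – percent inhibition · Benchmarks – high control without enzyme, low control DMSO plus TDP2 · Repeats – singlicate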
NR1D1 modulator: modulators of human Rev-erb alpha DNA binding; activity, % at 10 µM; Rev-erbα–FITC-DNA binding, fluorescence polarization, 90 min; hit rate 0.79% among 370,000; AID 1259318;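 active = activity above about 14%, limit read from the data; passing the limit was not always enough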;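 also: 0% = DMSO wells with 35 nM protein and 100% = DMSO wells with 750 nM protein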
Target sequence (P20393 whole entry, looked up): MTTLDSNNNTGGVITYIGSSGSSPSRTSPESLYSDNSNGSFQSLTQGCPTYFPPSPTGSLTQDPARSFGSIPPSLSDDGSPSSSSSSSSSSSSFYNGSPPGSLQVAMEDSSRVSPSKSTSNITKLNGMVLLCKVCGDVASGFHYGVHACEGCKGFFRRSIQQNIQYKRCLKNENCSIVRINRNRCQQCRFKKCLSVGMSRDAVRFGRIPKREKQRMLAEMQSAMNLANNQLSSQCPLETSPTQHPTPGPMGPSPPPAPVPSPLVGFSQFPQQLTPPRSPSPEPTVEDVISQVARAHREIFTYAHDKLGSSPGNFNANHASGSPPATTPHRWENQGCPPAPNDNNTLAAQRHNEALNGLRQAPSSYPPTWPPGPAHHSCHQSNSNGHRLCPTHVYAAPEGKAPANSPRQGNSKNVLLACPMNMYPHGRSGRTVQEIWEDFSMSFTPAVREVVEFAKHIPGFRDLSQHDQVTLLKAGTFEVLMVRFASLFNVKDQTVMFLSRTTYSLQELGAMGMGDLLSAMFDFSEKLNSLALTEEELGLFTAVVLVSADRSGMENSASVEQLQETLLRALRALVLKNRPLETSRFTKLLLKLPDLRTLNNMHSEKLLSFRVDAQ
TCR-CD3 inh: blocks the human TCR-CD3 interaction | inhibition, % at 9.4 µM | hit rate 0.37% among 360,000 | AID 651800 | TAMRA-labeled TCR probe fluorescence, biochemical; in the data active = inhibition above about 19%;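 also: recombinant mutant TCR 2C K166C tagged with TAMRA read by polarization; 0% = receptor in buffer alone and 100% = receptor with positive control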
PRMT1 inh: PRMT1 (human) inhibition, primary screen. Q99873. inhibition, % at 2.79 µM. recombinant PRMT1, activity-based probe fluorescence polarization. hit rate 1.3% among 370,000. AID 652257;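 active = inhibition above about 21% made by adding two undisclosed values, limit read from the data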
ABHD4 inh: ABHD4 (mouse) inhibition, primary FP screen | Q8VD66 | purified mABHD4, FP-Rh probe fluorescence polarization | inhibition, % at 8.92 µM | hit rate 0.54% among 370,000 | AID 720543;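 active = inhibition exceeding the mean over every tested compound plus 3 SD, cut at about 30% in these data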;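 also: 0% = plate median of compound wells and 100% = S159A mutant with DMSO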
Target sequence (Q8VD66 whole entry, looked up): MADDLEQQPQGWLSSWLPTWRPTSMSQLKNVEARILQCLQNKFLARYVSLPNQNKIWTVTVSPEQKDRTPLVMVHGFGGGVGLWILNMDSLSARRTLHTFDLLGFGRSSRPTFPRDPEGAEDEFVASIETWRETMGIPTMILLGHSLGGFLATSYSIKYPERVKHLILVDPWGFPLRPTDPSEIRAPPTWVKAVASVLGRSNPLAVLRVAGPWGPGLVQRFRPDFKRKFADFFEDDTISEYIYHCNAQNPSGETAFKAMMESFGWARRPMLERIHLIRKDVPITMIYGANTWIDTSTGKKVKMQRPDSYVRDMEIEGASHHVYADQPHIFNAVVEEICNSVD
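Assay system: mouse ABHD4 enzyme, wild type / Also added: fluorescent activity-based probe FP-Rh / Doses: single nominal dose of 8.92 µM, 0.89% DMSO final / Timing: 45 min compound pre-incubation plus 60 min probe step, 25 °C / Signal: FP readout, ex 525 nm / em 598 nm / Control set: S159A mutant/DMSO as 100%, compound-well median as 0%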
PG9 binder: PG9 antibody binding by small molecule | TR-FRET gp120-PG9 antibody binding | inhibition, % at 6.7 µM | hit rate 0.43% among 360,000; in the data active = inhibition above about 8.5%
Active calls of the source: *; · = not tested or not shown. Only part of the results is shown, so the mix of outcomes need not match the whole.

SMILES	LEDGF integ inh	rCAG binder	SIAE inh	HTRA1 inhibitor	TDP2 inh	NR1D1 modulator	TCR-CD3 inh	PRMT1 inh	ABHD4 inh	PG9 binder
CCCNC(=O)C1(C)CCCN(C(=O)C2(c3ccc(Cl)cc3)CCCC2)C1 (configuration not stated)	-3.3	-3.3	-1.9	·	-0.5	-3.0	-10.8	0.4	2.6	0.4
O=C1NC(Cc2ccccc2)c2nc3ccc(Cl)cc3c(=O)n2-c2cc3ccccc3cc21 (configuration not stated)	-4.0	15.6	-32.8	-60.9	4.9	21.5*	-2.9	-0.9	-28.4	-0.9
Cc1nnc(SCc2cc(=O)[nH]c(/N=C(\N)Nc3ccccc3)n2)s1	-0.7	-1.4	1.5	0.8	-9.9	-2.5	7.2	-5.3	3.6	-1.3
CCc1nnc(NC(=O)c2ccc(-c3ccc(F)cc3)o2)s1	-1.7	3.5	8.3	-0.9	8.8	-10.1	4.4	2.2	7.5	2.8
CC(C)c1nc(SCC(=O)NCC2CCCO2)c2c(=O)n(C)c(=O)n(C)c2n1 (configuration not stated)	-3.5	-2.1	2.2	5.3	6.9	3.7	4.7	0.0	3.0	-0.7
Cc1ccc(S(=O)(=O)N(C)C)cc1NC(=S)N1CCc2ccccc21	0.6	-0.1	-3.0	6.8	9.2	6.8	-2.5	-1.9	1.1	0.0
CC(Nc1nc(-c2ccc(F)cc2)cs1)c1nc2cc(Cl)c(N3CCCCC3)cc2n1CCCO (configuration not stated)	0.1	5.5	12.7	1.6	-17.7	3.9	-0.6	3.8	0.5	0.4
O=C1c2cc3ccccc3c(-c3ccccc3)c2C(=O)N1c1ccccn1	-1.9	-0.1	-7.5	-0.7	-1.5	3.1	-8.8	-0.1	-1.9	0.1
COCCCNC(=O)c1ccc(NS(C)(=O)=O)cc1	-0.8	-2.2	-0.9	-0.5	5.4	0.2	6.8	-0.5	-1.1	0.7
COc1ccc(NC(=O)CN(c2cccc(F)c2)S(C)(=O)=O)cc1OC	-1.5	-2.6	7.6	1.6	2.7	-3.7	-6.2	-1.5	7.0	0.3
Cn1nc(C(C)(C)C)cc1NC(=O)Nc1cc(Cl)cc(Cl)c1	-2.4	10.4	-10.9	-28.3	-2.6	2.6	-0.1	2.0	-8.9	-0.1
CCn1c2ccccc2c2cc(C#N)c(N)nc21	-1.1	-0.7	2.0	·	9.9	6.8	9.1	1.9	-0.6	-1.0
CN(CCC#N)CC(=O)Nc1ccc(S(N)(=O)=O)cc1	-5.3	-0.5	-10.2	-5.6	-5.1	-5.3	0.5	-1.9	3.1	0.2
O=C(CC(=O)N/N=C\c1ccc(F)cc1)NCCc1ccccc1	-5.9	-5.4	-5.4	-4.1	-1.2	-0.2	0.2	0.4	-1.1	-1.6
O=C(CCN1CCN(S(=O)(=O)c2ccc(Br)cc2)CC1)Nc1ccccc1F	-2.1	-0.8	2.2	-7.4	3.7	1.6	-1.5	3.3	-3.0	-1.2
CN(C)c1ccc(C=C2SC(=S)NC2=O)cc1	-3.0	0.8	-74.6	-29.8	9.7	47.7*	-14.7	-4.0	-80.4	-15.7
COc1ccc(-c2cc(C(=O)NC3CCCC3)no2)cc1OC	0.3	-0.9	7.2	-2.5	-12.2	-1.9	0.1	3.4	-0.9	-4.7
Nc1c(C(=O)NCc2ccc(Cl)cc2)sc2nc3c(c(C(F)(F)F)c12)CCC3	0.8	12.1	-0.3	-5.4	7.1	0.7	-3.7	-2.2	3.8	0.4
CC(C)(C)C(=O)N1CCN(c2ccc(NC(=O)c3ccco3)cc2)CC1	-1.2	-2.8	-5.2	5.5	-10.5	-1.7	6.8	0.6	3.4	-2.2
COc1cccc(N(CC(=O)N2CCc3ccccc3C2)S(C)(=O)=O)c1	-1.8	-1.6	-1.2	-1.5	0.1	1.1	7.5	-0.7	6.7	0.9
CC1Cc2ccccc2N1C(=O)CN(C)CC(=O)Nc1ccc(OC(F)(F)F)cc1 (configuration not stated)	-1.4	0.5	1.1	-10.8	-10.9	7.0	-6.0	1.7	-10.8	-0.2
Cc1cccc2cc(C(c3nnnn3CC3CCCO3)N3CCCc4ccccc43)c(=O)[nH]c12 (configuration not stated)	-1.0	-1.2	2.4	4.7	-3.0	-0.6	-2.6	1.1	5.7	0.6
COC(=O)N/N=C/c1cn(Cc2ccccc2F)c2ccccc12	-1.5	-2.3	6.1	-3.4	-21.2	0.1	7.0	1.9	4.1	0.7
COc1ccc(C)cc1-n1nnnc1SCC(=O)c1cc(C)n(Cc2ccco2)c1C	1.0	3.0	-11.7	-37.7	-3.1	-5.1	-3.7	3.3	-13.0	0.9
COc1cc(CNCCc2ccc(S(N)(=O)=O)cc2)ccc1OCC(=O)NC(C)(C)C	-1.9	-2.0	3.0	-0.5	9.8	-2.3	-4.5	0.0	1.1	-0.3
CC1=C(C(=O)N2CCOCC2)CC(CC(=O)NC2CCCC2)C(=O)N1Cc1ccc(F)cc1 (configuration not stated)	-0.2	0.5	4.0	4.4	1.3	0.6	6.2	-3.5	1.1	1.2
CCOC(=O)C1CCCN(C(=O)c2cc(-c3ccccc3)nc3ccccc23)C1 (configuration not stated)	-1.3	-4.1	1.7	-6.0	3.0	1.6	4.3	-3.2	-2.8	-2.7
CCc1nc(SCC(=O)NCCc2ccccc2)n[nH]1	-3.0	0.1	10.4	11.0	4.0	-2.2	7.4	0.5	1.3	-2.5
N#Cc1ccccc1NC(=O)CSc1n[nH]c(=O)n1C1CC1	3.5	2.8	-1.9	-2.8	-12.8	3.3	-4.2	5.2	-8.8	2.3
CCN(CC)C(=O)C1=C(C)N(CCCOC)C(=O)C(CC(=O)NC2CC2)C1 (configuration not stated)	9.4	1.9	-8.2	3.6	-7.5	-1.1	-1.0	-4.9	-5.1	0.1
COC(=O)c1ccc(NC(=O)CCOc2ccccc2)cc1	-4.1	0.7	-0.3	-1.3	-13.5	6.8	-10.1	4.0	6.2	-0.3
COc1ccc(OC)c(CN2C(=O)CCCC2(C)c2nnnn2C2CCCC2)c1 (configuration not stated)	3.4	0.6	-3.6	·	-2.0	-1.6	·	-5.0	-1.7	·
COc1cc(/C=N/NC(=O)c2cccnc2)ccc1OS(=O)(=O)c1ccc(F)cc1	-2.1	-0.5	-5.2	-13.7	11.8	-2.1	-1.6	1.6	4.0	1.1
CCOC(=O)c1c(N)sc(=S)c2c1CCC2	34.4*	35.5*	3.6	38.3*	-0.8	-6.1	12.8	27.3*	41.6*	9.5*
O=C(OC12CCCN(C1)/C(=C/c1ccc(Cl)cc1)C2)C1CCCCC1 (configuration not stated)	-1.5	3.7	17.8*	·	3.9	4.5	·	-0.4	0.3	·
COC(=O)C(CCC(C(=O)OC)N1C(=O)c2ccccc2C1=O)N1C(=O)c2ccccc2C1=O (configuration not stated)	1.1	3.7	3.0	-2.0	3.5	-5.4	-8.5	-3.2	-0.6	-0.9
Cc1ccc(NC(=O)c2cc(NC(=O)CCC(=O)O)ccc2N2CCCCC2)cc1	-4.1	10.9	-5.9	0.7	-4.6	5.8	-6.3	-2.6	5.0	-1.1
COC(CNC(=O)C1CCCN(S(=O)(=O)c2ccc3c(c2)oc(=O)n3C)C1)OC (configuration not stated)	3.1	-0.5	4.7	3.5	7.3	-2.7	-2.8	-5.3	-1.2	-2.6
CCC[C@H]1[C@@H](NC(=O)/C=C/c2ccccc2)CC[C@@]23CCCN2C(=O)CCC[C@@H]13	-1.1	·	-4.2	·	0.1	-2.6	·	1.6	-0.9	·
CCOc1cc(C(=O)N/N=C/C(Br)=C/c2ccccc2)cc(OCC)c1OCC	-3.4	1.5	-31.9	-37.0	7.6	-4.6	1.5	1.4	0.7	-2.8

By substructure, those above containing a CF3 group.
SMILES	LEDGF integ inh	rCAG binder	SIAE inh	HTRA1 inhibitor	TDP2 inh	NR1D1 modulator	TCR-CD3 inh	PRMT1 inh	ABHD4 inh	PG9 binder
Nc1c(C(=O)NCc2ccc(Cl)cc2)sc2nc3c(c(C(F)(F)F)c12)CCC3	0.8	12.1	-0.3	-5.4	7.1	0.7	-3.7	-2.2	3.8	0.4
CC1Cc2ccccc2N1C(=O)CN(C)CC(=O)Nc1ccc(OC(F)(F)F)cc1 (configuration not stated)	-1.4	0.5	1.1	-10.8	-10.9	7.0	-6.0	1.7	-10.8	-0.2

(cont.)
SMILES	LEDGF integ inh	rCAG binder	SIAE inh	HTRA1 inhibitor	TDP2 inh	NR1D1 modulator	TCR-CD3 inh	PRMT1 inh	ABHD4 inh	PG9 binder
CCSc1nc2sc3c(c2c(=O)[nH]1)CC(C)(C)OC3	7.8	2.5	1.6	0.5	-8.0	0.2	-1.2	-4.2	-7.7	-0.5
O=C(c1ccc(NS(=O)(=O)c2ccc(F)cc2)cc1)N1CCN(c2ccccc2O)CC1	-2.3	11.3	6.0	10.8	7.2	1.1	0.9	-2.5	7.5	-2.3
CC1Cc2ccccc2N1C(=O)Cn1c(=O)oc2cc(S(=O)(=O)NC3CCCC3)ccc21 (configuration not stated)	3.6	6.5	-6.8	-14.5	-4.3	0.7	1.5	0.6	-3.4	-0.1
COC(=O)CSc1nnc(CNS(=O)(=O)c2ccc(C)cc2)n1C	3.5	-4.0	0.1	2.2	-1.8	-1.6	0.4	1.9	4.4	0.0
Cc1ccc(S(=O)(=O)N(C)c2nc3ccccc3[nH]c2=S)cc1	0.3	18.1	-2.7	-1.5	6.0	-0.5	-2.2	15.3	7.2	-1.9
COc1cccc(NC(=S)N(CCCN2CCOCC2)C(C)c2cc3cccc(OC)c3o2)c1 (configuration not stated)	-0.5	-3.9	4.1	0.8	5.1	-3.2	1.2	-0.3	2.1	-1.8
CCNC(=O)C1(C)CCN(C(=O)c2ccc(F)c(Cl)c2)C1 (configuration not stated)	-1.8	3.1	3.4	·	-8.1	3.7	3.3	-1.1	-0.9	-1.8
CN(C(=O)CO/N=C/c1ccc(Cl)cc1)c1ccccc1	2.2	-9.3	12.5	2.0	-1.1	-2.4	1.1	1.7	1.4	-0.5
COc1ccccc1NC(=O)CSc1nnc(NC(=O)C2CC2)s1	-2.2	3.7	-6.4	7.4	15.4	-0.8	4.2	-1.3	-0.3	0.3
Cc1cc(-c2ccccc2)cc(C)n1	-1.7	-1.1	-3.8	0.5	4.5	-2.6	-2.0	0.8	-0.4	-2.0
CC(C)C(NC(=O)c1ccco1)C(=O)NCc1ccc(C(=O)O)cc1 (configuration not stated)	-0.9	-0.4	4.1	-0.7	0.1	-4.5	-4.5	-0.7	5.0	0.3
CCS(=O)(=O)Nc1c(C(=O)OC)[nH]c2ccccc12	-3.3	0.2	-6.5	0.6	-9.0	2.9	3.0	-3.3	1.4	-0.2
O=C(Nc1ccc(F)cc1F)c1ccc2ncsc2c1	0.0	2.0	-3.2	-0.7	6.9	-3.6	10.8	8.4	6.7	-1.0
Cc1cc(F)c(F)c(C(=O)N2CCOCC2)c1Cl	1.3	2.3	0.1	-4.6	-5.4	-1.2	13.6	0.7	-5.9	-1.2
Cc1cnc(=O)[nH]c1SCc1ccccc1F	-0.9	-0.9	2.0	1.3	-10.7	3.0	2.9	-4.2	-5.3	-0.4
O=c1[nH][nH]c2ccccc2c1=O	3.3	3.4	4.8	·	-10.2	2.8	3.6	21.1	8.4	1.8
